EPAC2 agonist = EPAC2 (human) agonism; Q8WZA2; EPAC2 activation, biochemical qHTS; response scale: 100% = 6.5 mM cAMP response; Potency, µM (highest dose often 154 µM), for the others: at the highest dose activation, actives largely listed as activators; actives 0.079% (n = 360,000); also: potency is read from the fitted curve at half-maximal effect; nearly all actives have a fitted effect of over 50% in size
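Compounds were added across a concentration range to EPAC2 (100 nM), RAP1B-BODIPY-GDP (250 nM) and GDP (50 uM). After 5 min at room temperature, fluorescence was recorded at 5-min intervals for 30 min.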
DRD3 antagonist = antagonists of human D3 dopamine receptor | D3R cells, DiscoveRx beta-arrestin luminescence, antagonist mode; active compounds read low | P35462 | max response, negative = inhibition, % | actives 2.5% (n = 360,000); in the data active = max response below about -50%; inconclusive = no clear call, values can overlap the other calls; also: % is scaled to controls: 0 for no effect and ±100 for the full control effect; mostly tested at two doses, the higher about 12 µM
Target sequence (P35462 whole entry, looked up): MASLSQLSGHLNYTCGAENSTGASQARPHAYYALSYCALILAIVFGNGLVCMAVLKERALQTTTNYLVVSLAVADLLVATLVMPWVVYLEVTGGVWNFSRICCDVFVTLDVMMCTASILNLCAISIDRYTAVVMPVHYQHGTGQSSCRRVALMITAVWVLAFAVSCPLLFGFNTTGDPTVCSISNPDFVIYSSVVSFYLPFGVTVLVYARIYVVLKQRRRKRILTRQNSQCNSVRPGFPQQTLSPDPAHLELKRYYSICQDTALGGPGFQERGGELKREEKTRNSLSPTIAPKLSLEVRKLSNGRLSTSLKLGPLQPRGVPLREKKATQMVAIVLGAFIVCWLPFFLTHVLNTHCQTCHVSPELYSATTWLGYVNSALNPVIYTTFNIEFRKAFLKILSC
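Cells plated overnight at 1500 cells/well, then exposed to library compounds with dopamine controls for 90 minutes at 37 degrees C. DiscoveRx reagent added for 30–60 minutes at room temperature; luminescence read, quantitative HTS format.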
EPAC2 antagonist = EPAC2 (human) antagonism. EPAC2 GEF exchange of Rap1B-BODIPY-GDP, fluorescence. Potency, µM (titrated, usually from 114 µM), without a hit: top-dose activity, negative = inhibition, most hits filed as inhibitors. actives 0.18% (n = 360,000). Q8WZA2. AID 720708; also: potency is read from the fitted curve at half-maximal effect; % is scaled to controls: 0 for no effect and ±100 for the full control effect; nearly all actives have a fitted effect of over 45% in size; many of its hits are not listed in these tables
DRD3 agonist = D3 dopamine receptor (human) agonism | D3R DiscoveRx beta-arrestin cells, luminescence, 90 min | actives 0.58% (n = 410,000) | max activation, % | AID 652048; in the data active = max activation above about 30%; also: 0% is about no effect; mostly tested at two doses, the higher about 12 µM
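Agonist-mode cell screen: cells plated at 1500/well and incubated overnight at 37 °C, then exposed to library compounds for 90 min at 37 °C. Detection reagent was added for 30–60 min at room temperature, and luminescence was read.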
pAkt inh = Akt phosphorylation inhibition; Neuro2A IGF-stimulated pAkt S473 HTRF, 20 min; active compounds read low; activity change, % for hits at 50 µM; actives 0.32% (n = 360,000); in the data active = activity change below about -80%; inconclusive = mostly about -51% to -80%; also: % is scaled to controls: 0 for no effect and ±100 for the full control effect
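Neuro2A cells in DMEM with 0.5% FBS, overnight at 37 deg C, given compound at single 50 µM final, then IGF (6 nM final) for 20 min at 37 deg C. Lysed; phospho-Akt Ser473 by HTRF after 24 h, 665/615 ratio.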
Mm-Cpn inhibitor = inhibitors of Methanococcus maripaludis chaperonin (MmCpn); purified Mm-Cpn ATPase, ADP Transcreener TR-FRET; Potency, µM (doses to about 76.9 µM), inactives show at the top dose activity, negative = inhibition, most hits filed as inhibitors; actives 0.031% (n = 330,000); AID 504842; also: potency is read from the fitted curve at half-maximal effect; % is scaled to controls: 0 for no effect and ±100 for the full control effect; nearly all actives have a fitted effect of over 80% in size
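Measured: ADP formation by purified Mm-CPN. Conditions: 25 nM protein, 10 uM ATP, Tris pH 7.4 with Mg2+, K+ and DTT, 37°C for 30 min. Detection: Transcreener HTRF after 30 min at room temperature.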
CCT modulator = changes cytosolic chaperonin activity | activity change, % (no concentration beside the values), hits read low | actives 0.3% (n = 360,000) | purified chaperonin ATPase assay, HTRF ADP detection, 30 min; in the data active = activity change below about -30%; also: % is scaled to controls: 0 for no effect and ±100 for the full control effect
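ATPase activity: ADP formed was measured by HTRF Transcreener (665/615 nm ratio) after 30 min at 37 deg C with 10 uM ATP. Compounds screened at one 76 uM concentration against 40 or 20 nM TRiC in Tris pH 7.4/KCl/MgCl2/DTT buffer.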
PTHR1 ag = activates the human parathyroid hormone receptor PTHR1; Q03431; HEK293 GP2 PTHR1 cells, GloSensor cAMP luminescence, 1 h; Potency, µM (series often up to 115 µM), for inactives: at the highest dose activation, hits mostly activators; actives 0.075% (n = 410,000); AID 743266; also: potency is read from the fitted curve at half-maximal effect; nearly all actives have a fitted effect of over 55% in size; some results filed as inactive show a strong effect at the top dose; inactives centre near -15; many of its hits are not listed in these tables
Target sequence (Q03431 whole entry, looked up): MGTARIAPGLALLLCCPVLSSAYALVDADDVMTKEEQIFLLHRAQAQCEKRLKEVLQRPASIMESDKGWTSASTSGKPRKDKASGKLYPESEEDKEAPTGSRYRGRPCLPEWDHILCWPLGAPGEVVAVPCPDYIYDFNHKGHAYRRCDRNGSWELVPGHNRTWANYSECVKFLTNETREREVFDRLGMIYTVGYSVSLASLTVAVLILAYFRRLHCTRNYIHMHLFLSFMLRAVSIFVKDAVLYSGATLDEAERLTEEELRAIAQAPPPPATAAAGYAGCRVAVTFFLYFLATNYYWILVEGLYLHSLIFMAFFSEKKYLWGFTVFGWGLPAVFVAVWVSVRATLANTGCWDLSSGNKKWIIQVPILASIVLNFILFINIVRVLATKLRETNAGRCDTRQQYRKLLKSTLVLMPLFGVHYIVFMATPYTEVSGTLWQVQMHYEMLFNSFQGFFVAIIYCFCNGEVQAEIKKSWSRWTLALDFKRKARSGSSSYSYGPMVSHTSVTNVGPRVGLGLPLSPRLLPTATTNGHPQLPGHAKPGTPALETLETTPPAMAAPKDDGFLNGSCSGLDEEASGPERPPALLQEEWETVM
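HEK-293-derived GP2 cells expressing PTHR1 and a GloSensor cAMP reporter, 3,000/well, plated overnight, given luciferin plus IBMX (each 0.5 mM as added) for 1 h at 37 °C, then compound for 1 h at 37 °C. Luminescence was read after 15 min at room temperature.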
* hit, by the source's call; i = inactive; u = inconclusive; x = not tested or not shown; [ ] = dose if it differs, or a comment. Unless noted, calls follow the shape of the dose curve; as a rule, active = well fitted curve in the direction sought with a large enough effect; inconclusive = small, poorly fitted or top-dose-only effect, or another doubt; inactive = no such curve, though single readings can be large; an effect the other way counts as inactive or inconclusive. The list is partial (hit frequency here may not be typical).

1	CCCOC(=O)c1ccc(NC(=O)c2c(Cl)ccc(Cl)c2OC)cc1
2	Cc1ccc(NC(=O)Cc2c(Cl)cccc2Cl)cc1S(=O)(=O)N(C)C
3	Cc1ccc(OCc2nc(-c3cccnc3)no2)cc1C
4	CCOc1ccc(C(=O)Nc2ccccc2OC(F)F)cc1
5	O=C(O)/C=C/c1ccccc1Oc1ccccc1
6	CC(C)c1ccc(S(=O)(=O)/N=C2\C=C(NS(=O)(=O)c3ccccc3)C(=O)c3ccccc32)cc1
7	Fc1cccc(CCN2CCNC[C@@H]2c2ccccc2)c1
8	CC(=O)N(CCCNC(=O)c1ccccc1)C(=O)c1ccccc1

| compound no. | 1 | 2 | 3 | 4 | 5 | 6 | 7 | 8 |
| --- | --- | --- | --- | --- | --- | --- | --- | --- |
| EPAC2 agonist | 6.8% | 12.9% | -6.8% | -4.3% | 5.2% | -0.2% | 9.5% | -1.1% |
| DRD3 antagonist | -8.1 | 2.0 | 13.1 | -1.8 | u | u | -14.7 | -17.0 |
| EPAC2 antagonist | -5.7% | -4.4% | -19.0% | 5.0% | -9.0% | u | -4.8% | 7.5% |
| DRD3 agonist | -3.0 | 6.2 | 4.3 | 4.8 | 6.4 | -16.4 | -27.4 | 5.7 |
| pAkt inh | i | i | i | i | i | i | i | i |
| Mm-Cpn inhibitor | 0.1% | -1.2% | -1.7% | 1.5% | -0.2% | -1.8% | -1.6% | 2.6% |
| CCT modulator | -2.8 | -0.8 | 2.7 | 0.1 | -1.1 | 0.0 | 1.6 | -2.8 |
| PTHR1 ag | -35.5%[inhibitor] | i | -64.9%[inhibitor] | i | i | -20.1% | -37.5%[inhibitor] | i |

9	c1cncc(CNc2ncnc3sc4c(c23)CCC4)c1
10	Oc1ccc(C=NCCc2ccccc2)cc1
11	COC(=O)C1(C(C[N+](=O)[O-])c2ccco2)C(=O)NCC1c1ccccc1 (stereo not drawn)
12	COc1ccc(COc2ccc(C3C(S(=O)(=O)c4ccccc4)CON3C)cc2OC)cc1 (stereo not drawn)
13	CCCc1nc2c(=O)n(C)c(=O)nc-2n(C)n1
14	N/C(=N\OC(=O)C(c1ccccc1)c1ccccc1)c1ccccn1
15	O=S(=O)(/N=C(/Nc1nc2ccccc2s1)c1ccccc1)c1ccccc1
16	CCOc1ccccc1C(=O)OCC(=O)Nc1cccc(S(=O)(=O)N2CCCC2)c1

| compound no. | 9 | 10 | 11 | 12 | 13 | 14 | 15 | 16 |
| --- | --- | --- | --- | --- | --- | --- | --- | --- |
| EPAC2 agonist | 3.6% | 4.6% | -0.9% | 2.6% | 23.6% | 4.8% | 0.8% | 10.7% |
| DRD3 antagonist | -0.5 | 0.1 | 9.3 | 3.7 | -61.4* | 5.0 | -15.7 | 0.7 |
| EPAC2 antagonist | -0.1% | -4.0% | 0.3% | -2.0% | u | 0.2% | 3.9% | -20.0% |
| DRD3 agonist | 13.8 | 4.2 | 5.7 | -3.3 | -11.4 | 2.4 | -3.1 | 2.2 |
| pAkt inh | i | i | i | i | i | i | i | i |
| Mm-Cpn inhibitor | -4.0% | -0.5% | -0.7% | 0.8% | 1.3% | 1.1% | -10.2% | -2.0% |
| CCT modulator | -3.2 | 0.6 | 1.1 | -1.3 | 0.4 | 0.9 | -0.8 | -1.6 |
| PTHR1 ag | -20.3% | i | i | -21.9% | -28.1% | i | -2.8% | -37.0%[inhibitor] |

17	O=C(CSc1nc(O)cc(=O)n1-c1ccccc1)Nc1nc2ccccc2s1
18	CCC(C)[C@H](NC(=O)C1(c2ccccc2)CCN(C(=O)OC(C)(C)C)CC1)C(=O)N[C@@H](C(=O)O)c1ccccc1 (stereo partly drawn)
19	COc1ccc(C(=O)N/N=C/c2ccc3cccc(OCc4ccccc4)c3n2)cc1
20	Cc1ccc(C)c(S(=O)(=O)N2CCN(C(=O)CCNC(=O)c3ccc(Br)cc3)CC2)c1
21	Cc1nnc(-c2cnn(C)c2N)n1Cc1cccc(Cl)c1
22	COCCNc1c2c(nc3ccccc13)CCC2
23	Cc1ccc(NC(=S)NC(=O)/C=C/c2ccc(Cl)cc2)cc1
24	COc1ccc(-c2nnc(SC(C)C(=O)Nc3nccs3)n2Cc2ccccc2)cc1OC (stereo not drawn)

| compound no. | 17 | 18 | 19 | 20 | 21 | 22 | 23 | 24 |
| --- | --- | --- | --- | --- | --- | --- | --- | --- |
| EPAC2 agonist | 17.6% | -3.8% | 9.0% | 1.1% | -15.0% | -4.4% | 27.0% | 0.6% |
| DRD3 antagonist | -24.9 | 1.2 | -17.1 | -6.8 | -2.0 | 4.3 | 13.4 | u |
| EPAC2 antagonist | -6.7% | 6.3% | -0.5% | -4.0% | 4.4% | 2.2% | 15.2% | 0.0% |
| DRD3 agonist | -25.9 | 13.0 | -2.0 | -7.0 | -0.3 | -11.1 | 1.8 | -2.3 |
| pAkt inh | i | i | i | i | i | i | i | x |
| Mm-Cpn inhibitor | -4.0% | 0.6% | -2.8% | 0.0% | 3.5% | -0.5% | -0.8% | 2.1% |
| CCT modulator | -1.3 | -4.8 | -0.8 | -5.1 | -1.4 | -6.7 | -0.6 | -2.3 |
| PTHR1 ag | 11.3% | i | -6.0% | -51.5%[inhibitor] | i | -38.9%[inhibitor] | i | -33.0%[inhibitor] |

Remaining list, next part:
Every second line gives: EPAC2 agonist | DRD3 antagonist | EPAC2 antagonist | DRD3 agonist | pAkt inh | Mm-Cpn inhibitor | CCT modulator | PTHR1 ag
25) COc1ccc(NC(=O)C(C)N2C(=O)c3ccccc3C2=O)c(OC)c1 (stereo not drawn)
    6.1% | -5.3 | -4.0% | 4.3 | i | x | -0.7 | -3.9%
26) O=C(CCCN1C(=O)/C(=C/c2ccccc2)SC1=S)N1CCOCC1
    15.4% | -16.8 | -1.1% | -2.1 | i | -2.6% | -2.1 | -20.1%
27) Cc1cc(-c2nnc(CCC(=O)NCc3cc(F)cc(C(F)(F)F)c3)o2)no1
    12.0% | -1.9 | -1.2% | -5.7 | i | 0.9% | -0.6 | -8.2%
28) CC1C(c2ccccc2)OCCN1C(=S)NC(=O)c1ccccc1 (stereo not drawn)
    -2.8% | 43.2 | -7.2% | -1.1 | i | x | 1.9 | i
29) CC1(C(=O)N2CCCCC2)CCN1C(=O)C1(c2ccccc2)CC1 (stereo not drawn)
    3.3% | -12.6 | 4.5% | 5.5 | i | x | -0.7 | i
30) N#Cc1nc(-c2cccc3ccccc23)oc1NCC1CCCO1 (stereo not drawn)
    22.9% | u | -9.6% | -30.6 | i | -4.7% | -1.6 | -18.8%
31) COc1ccc(-c2csc3nc(-c4ccccc4OC)oc(=O)c23)cc1
    2.5% | -20.9 | -11.4% | -8.2 | i | -0.1% | -3.1 | -16.9%
32) CC(=O)n1nc(-c2ccc(C)cc2)nc1NCc1ccco1
    -4.2% | 0.7 | 9.8% | 6.9 | i | 0.5% | -0.1 | i
33) Cc1c(Cl)cccc1NC(=O)COC(=O)Cn1cnc2c1c(=O)n(C)c(=O)n2C
    4.1% | -23.6 | -1.8% | 3.9 | i | 1.2% | -1.6 | -3.3%
34) COc1cc(NC(=O)CN2C(=O)c3ccccc3Sc3ccc(C(=O)N4CCOCC4)cc32)cc(OC)c1OC
    -4.0% | 2.2 | -0.5% | 10.8 | i | -2.3% | -0.3 | i
35) Cc1ccc(S(=O)(=O)CCC(=O)OCC(=O)NCCc2ccc(S(N)(=O)=O)cc2)cc1
    -4.8% | 10.1 | -14.4% | 0.8 | i | 1.8% | 3.0 | i
36) CC1CCCC(NC(=O)CNC(=O)c2cccs2)C1C (stereo not drawn)
    -7.7% | 3.0 | 10.4% | -6.0 | i | 0.0% | -0.7 | i
37) COc1cc(NS(=O)(=O)c2ccc3c(c2)n(C)c(=O)n3C)cc(OC)c1
    -18.4% | -18.2 | 8.0% | -2.6 | i | -0.5% | -0.4 | -27.6%[57.5 µM]
38) Cc1c(-n2c(SCC(=O)C(C)(C)C)nc3ccccc3c2=O)c(=O)n(-c2ccccc2)n1C
    11.8% | -8.3 | -2.0% | -14.0 | i | -0.2% | -5.4 | i
39) O=C(CSc1nnc(-c2ccncc2)n1-c1ccccc1)NC1CC1
    9.5% | -17.8 | -2.2% | -6.6 | i | -0.3% | -0.7 | i
40) Cc1ccc(C(=O)NCc2cccc(C(F)(F)F)c2)cc1S(=O)(=O)N1CCCCC1
    -14.6% | 3.6 | -11.9% | 4.4 | i | -0.4% | 1.6 | -28.0%
41) O=c1[nH]c(CSc2nnc(-c3cccnc3)n2C2CCCCC2)nc2ccccc12
    18.9% | 21.8 | -1.1% | 1.5 | i | -0.3% | -4.8 | i
42) Cc1cc(S(=O)(=O)Nc2cc(C)c(O)c(C)c2)c(C)s1
    -15.1% | u | -24.3% | 0.7 | i | 0.9% | 1.3 | -86.7%[inhibitor]
43) Cn1nnnc1SCCNCc1ccccc1OCc1ccccc1Cl
    0.9% | -8.8 | -2.7% | -14.5 | i | -0.4% | 0.1 | -19.7%
44) COc1ccc(Cl)cc1NC(=S)Nc1ccccc1C
    21.3% | -19.0 | -0.8% | -5.0 | i | 1.0% | -1.6 | -14.5%
45) CCS(=O)c1ccccc1C(=O)OCC(=O)Nc1cccc(S(=O)(=O)N2CCCCC2)c1 (stereo not drawn)
    1.9% | 35.3 | 2.5% | 12.8 | i | -0.9% | -0.4 | -34.6%[inhibitor]
46) C=CCOC(=O)Cn1cnc2c(sc3nc(C)cc(C)c32)c1=O
    -2.5% | 3.1 | -4.6% | -2.2 | i | -2.6% | -0.9 | -67.5%[inhibitor]
47) COC(=O)c1ccc(-c2nc(CN3CCCN(C(=O)c4ccco4)CC3)c(C)o2)cc1
    -0.5% | 4.4 | -3.9% | -1.2 | i | 1.3% | -1.8 | i
48) COc1ccc(COc2ccccc2C(=O)NCc2ccccc2)cc1F
    2.1% | 48.0 | -0.2% | 17.0 | i | -0.5% | -1.8 | -33.6%[inhibitor]
49) CC1(C)CC(=O)C2=C(C1)NC1=C(C(=O)c3ccccc31)C2c1ccc(Cl)cc1 (stereo not drawn)
    0.1% | -27.4 | -2.0% | -6.1 | i | -2.3% | -5.8 | -7.1%
50) CCCCn1c(N)c(N(CC(C)C)C(=O)C2CCN(S(=O)(=O)c3ccc(OCC)cc3)CC2)c(=O)[nH]c1=O
    -7.7% | -1.2 | 29.6% | -12.0 | i | -1.7% | -2.9 | -21.3%
51) Cn1[nH]c(C(F)(F)F)c(C=NCc2ccc(Cl)cc2)c1=O
    3.7% | 21.0 | -1.0% | -3.2 | i | 1.7% | 1.9 | -16.9%
